Source: PubChem (The Scripps Research Institute Molecular Screening Center)
OXTR potentiator – potentiators of human oxytocin receptor. CHO-OTR cells, Fluo-8 calcium fluorescence, potentiator mode; 0% = oxytocin EC15, 100% = EC100. activation, % at 3 µM. 320,000 compounds, 0.061% hits;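 active means activation above that plate's cutoff, the mean activation of tested compounds plus 3 SD, cut at about 6.6% in these data, passing the limit was not always enough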;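 further: 100% uses oxytocin at 75 nM as the full agonist control; some results filed as inactive read as strong as hits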
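Assay system: CHO cell line stably expressing human OTR. Reagent: EC15 oxytocin agonist. Dosing: single dose, 3.0 µM nominal final compound concentration. Timing: compound 6 min at room temperature before oxytocin, 100 s read. Signal: kinetic Fluo-8 calcium fluorescence. Controls: oxytocin EC15 low and EC100 high.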
CHO-K1 Ca antag – counter-screen for M1 antagonists: effect in parental CHO-K1 cells. inhibition, % at 3 µM. 360,000 compounds, 0.6% hits. AID 602250. ATP-induced calcium, Fluo-8 fluorescence;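 active means inhibition above a per-plate cutoff, the plate's mean sample inhibition plus 3 SD, cut at about 24% in these data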;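 further: 0% = DMSO plus EC80 ATP and 100% = DMSO alone without ATP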
M1 ag parental – nonselective activator or artifact in parental CHO-K1 cells | Fluo-8 calcium fluorescence; scaled to maximal ATP response, vehicle zero | 360,000 compounds, 0.48% hits | activation, % at 3 µM; in the data active means activation above about 15%;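 further: untransfected CHO-K1 host cells lacking M1 receptor as counterscreen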
TAAR1 antag – human TAAR1 antagonism; Q96RJ0; CHO RD-HGA16 TAAR1, Fluo-8 calcium fluorescence, antagonist; inhibition, % at 3 µM; 360,000 compounds, 1.5% hits;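 active means inhibition above a per-plate cutoff, the mean inhibition of test compounds on that plate plus 3 SD, cut at about 49% in these data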;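 further: 0% = DMSO plus EC80 beta-PEA response and 100% = DMSO alone without agonist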
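Assay system: CHO-derived RD-HGA16 cells stably expressing human TAAR1 plus Gα16. Timing: 140 s kinetic read after compound, 140 s after agonist. Technique: kinetic Fluo-8 calcium fluorescence measurement. Measure: % inhibition of agonist calcium response.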
TAAR1 ag – agonists of human TAAR1 | AID 624467 | Q96RJ0 | activation, % at 3 µM | CHO RD-HGA16 TAAR1, Fluo-8 calcium fluorescence; vehicle wells 0%, saturating PEA agonist 100% | 360,000 compounds, 0.99% hits;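 active means activation above the mean activation of all test compounds in the run plus 3 SD, cut at about 38% in these data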
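Test system: RD-HGA16 (CHO) cells co-expressing Gα16 and hTAAR1 / Benchmarks: DMSO vehicle as 0%, PEA at EC100 as 100% / Repeats: no replicates (n 1) / Measure: % activation from peak over basal fluorescence ratio, DMSO-to-PEA scaled / Timing: 17-24 h plating, Fluo-8 75 min 37 °C, 30 min RT / Technique: kinetic Fluo-8 calcium fluorescence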
CHO parental Ca – counter-screen: ATP calcium response change in parental CHO cells. parental CHO-K1, ATP-induced calcium, Fluo-8 fluorescence. 330,000 compounds, 0.63% hits. inhibition, % at 5.6 µM. AID 463079;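 active means inhibition above that plate's mean sample inhibition plus 3 SD, cut at about 26% in these data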;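 further: 0% = ATP-challenged DMSO wells and 100% = DMSO wells without ATP; some compounds past the cut are filed as inactive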
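test system = CHO parental line | reagent = ATP stimulus | measured by = intracellular calcium via Fluo-8 no-wash fluorescent dye | control set = ATP and no-ATP DMSO wells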
M1 ag – human M1 muscarinic receptor agonism. P11229. CHO-K1 hM1, Fluo-8 calcium fluorescence, agonist mode; 0% DMSO, 100% acetylcholine EC100. activation, % at 3 µM. 360,000 compounds, 0.33% hits;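 active means activation above the run's mean compound activation plus 3 SD, cut at about 16% in these data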;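 further: peak over basal fluorescence ratio within a 140 s kinetic read after compound addition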
Target sequence (P11229 whole entry, looked up): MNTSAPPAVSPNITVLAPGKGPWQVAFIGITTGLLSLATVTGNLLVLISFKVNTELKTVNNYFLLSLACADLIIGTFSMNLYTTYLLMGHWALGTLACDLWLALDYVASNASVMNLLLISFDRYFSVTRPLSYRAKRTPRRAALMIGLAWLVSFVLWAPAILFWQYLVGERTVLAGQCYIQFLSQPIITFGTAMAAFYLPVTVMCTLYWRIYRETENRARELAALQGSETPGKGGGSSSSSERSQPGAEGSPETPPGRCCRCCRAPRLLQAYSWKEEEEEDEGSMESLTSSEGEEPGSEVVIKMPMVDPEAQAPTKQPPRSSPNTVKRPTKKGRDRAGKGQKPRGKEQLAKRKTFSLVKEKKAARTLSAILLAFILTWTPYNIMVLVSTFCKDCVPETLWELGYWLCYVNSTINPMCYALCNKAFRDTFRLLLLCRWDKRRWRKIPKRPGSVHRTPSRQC
M1 PAM parental – M1 PAM counterscreen hit in parental CHO-K1 cells; ATP EC20, Fluo-8 calcium fluorescence; 0% at ATP EC20, 100% at ATP max; activation, % at 3 µM; 360,000 compounds, 0.02% hits; AID 602247;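 active means activation above the run cutoff, the mean activation of all test compounds plus 3 SD, cut at about 40% in these data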;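 further: peak over basal fluorescence ratio in a 140 s read after ATP addition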
V1aR counter – activates human V1a receptor in oxytocin agonist counter-screen; P37288; activation, % at 3 µM; CHO-V1R cells, Fluo-8 calcium fluorescence, agonist mode; 0% DMSO, 100% 3 nM vasopressin; 320,000 compounds, 0.25% hits;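 active means activation above the mean activation of all tested compounds plus 3 SD, per screening run, cut at about 20% in these data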;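 further: signal is peak over basal fluorescence ratio across a 100 second FLIPR read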
Target sequence (P37288 whole entry, looked up): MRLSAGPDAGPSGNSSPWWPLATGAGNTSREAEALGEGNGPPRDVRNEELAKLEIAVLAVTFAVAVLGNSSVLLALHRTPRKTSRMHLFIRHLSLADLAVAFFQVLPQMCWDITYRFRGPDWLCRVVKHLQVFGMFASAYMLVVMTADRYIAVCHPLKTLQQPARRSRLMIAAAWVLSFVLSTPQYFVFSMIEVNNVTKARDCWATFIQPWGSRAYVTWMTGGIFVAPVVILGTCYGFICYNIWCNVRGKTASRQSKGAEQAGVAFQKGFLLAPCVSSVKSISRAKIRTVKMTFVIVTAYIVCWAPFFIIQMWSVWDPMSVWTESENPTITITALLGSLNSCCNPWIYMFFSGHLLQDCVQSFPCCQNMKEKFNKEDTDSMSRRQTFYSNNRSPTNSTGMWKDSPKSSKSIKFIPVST
The depositor's hits bear a star; x = no result given.

Each structure is followed by: TAAR1 ag	M1 PAM parental	M1 ag	M1 ag parental	TAAR1 antag	V1aR counter	CHO-K1 Ca antag	CHO parental Ca	OXTR potentiator
1) Cc1ccccc1NC(=O)CCN1CCCCCC1
→ 16	-1	-3	0.2	12	-0.1	0	-11	-14
2) O=C(Nc1nnc(CCN2CCCCC2)s1)c1ccccc1Cl
→ 1	11	-7	20*	-10	3.6	-5	-9	-4
3) O=C(N/N=C/c1cc2c(cc1[N+](=O)[O-])OCO2)c1ccccn1
→ 12	-3	-3	0.3	-11	-0.2	-10	-8	-2
4) Cc1nn(C)c(C)c1-c1c(C#N)c(N)nc2c1CCCCCC2
→ 1	14	-4	0.3	6	0.7	1	-1	-11
5) O=C(COc1ccc(Br)cc1)N1CCN(c2ccc([N+](=O)[O-])c(N3CCCCC3)c2)CC1
→ -2	14	-3	3.3	-37	-0.3	-14	-20	-7
6) CC(=O)N1c2ccc(S(=O)(=O)N(C)CC(=O)N(C)Cc3ccccc3)cc2CC1C (configuration not stated)
→ 0	-5	-5	1.7	-2	2.2	-9	-22	-7
7) O=C(O)c1ccccc1C(=O)NCC(O)COc1ccc(Cl)cc1 (configuration not stated)
→ 1	25	-5	1.7	-12	1.8	-20	0	-4
8) O=C1Nc2ccccc2C(O)(C(=O)NCc2ccco2)N1c1ccc(Cl)c(Cl)c1 (configuration not stated)
→ x	18	-5	0.6	x	-0.4	-15	-12	-3
9) Cc1ccc(C(=O)Nc2cccc(S(=O)(=O)N3CCCCC3)c2)cc1S(=O)(=O)N1CCOCC1
→ 14	-17	-4	6.3	39	x	-6	x	x
10) COc1nsnc1N1CCOCC1
→ 2	24	-3	0.3	-21	0.8	-8	8	1
11) CN(CCOc1ccc(-c2ccn(S(=O)(=O)c3c(Cl)cccc3Cl)n2)cc1)c1ccccn1
→ 3	5	-4	0.3	5	-0.8	-5	-8	-12
12) COc1cc(C)c(S(=O)(=O)N2CCCC2)cc1C
→ 12	13	-4	0.1	-6	-1.6	-1	9	0
13) CC(O)(c1cccc(F)c1)c1nc(-c2cccc(F)c2)cs1 (configuration not stated)
→ 0	-12	-5	-0.7	-2	x	20	x	x
14) CC(C)CN(C(=O)COC(=O)c1ccccn1)c1c(N)n(Cc2ccccc2)c(=O)[nH]c1=O
→ 1	19	-3	1.0	-20	-0.8	-9	-9	-3
15) CCOc1ccccc1NC(=O)C1CCCN1S(=O)(=O)c1ccc2c(c1)C(C)(C)C(=O)N2C (configuration not stated)
→ 0	20	-3	0.9	0	x	-11	x	x
16) CCC(=O)N1c2ccc(S(=O)(=O)N3CCN(c4cc(C)ccc4C)CC3)cc2CC1C (configuration not stated)
→ -1	7	-2	1.7	-1	-0.3	-10	-4	-19
17) CC(=O)N/C(=N/c1nc(C)cc(C)n1)Nc1cc(C)cc(C)c1
→ 1	-18	-2	0.1	-8	0.4	-9	-12	-9
18) O=S(=O)(c1cccs1)N1CCC(CO)(Cc2ccc(Cl)cc2)CC1
→ 14	6	-2	3.5	-6	7.3	-9	-8	-27
19) Cc1cc(OCC(=O)Nc2cnn(CCCC(=O)O)c2)ccc1[N+](=O)[O-]
→ 12	18	-4	0.4	-1	-0.4	3	4	-7
20) CCCC(c1nnnn1CC(=O)OCC)N(Cc1cc2c(C)cc(C)cc2[nH]c1=O)C1CCCC1 (configuration not stated)
→ 0	4	2	-0.1	-8	1.2	-1	-15	-5

(list continues)
Each structure is followed by: TAAR1 ag	M1 PAM parental	M1 ag	M1 ag parental	TAAR1 antag	V1aR counter	CHO-K1 Ca antag	CHO parental Ca	OXTR potentiator
21) COc1cccc(NC(=O)CNS(=O)(=O)c2ccc3nc(C)sc3c2)c1
→ 2	20	-3	1.1	17	-0.2	-16	-25	-3
22) CC(C(=O)Nc1ccncc1)(c1ccccc1)c1ccccc1
→ 9	13	-10	2.0	8	0.9	0	-9	8
23) CC(C)(C)c1cc(C(F)(F)F)n2ncc(-c3ccccc3)c2n1
→ 9	14	-5	0.2	-20	-0.3	-12	-13	-7
24) COc1cc(C(=O)Nc2ccc(C(F)(F)F)cc2)ccc1OCC(=O)N1CCOCC1
→ 3	3	0	1.7	-7	x	-1	x	x
25) CCN(CC)CCn1c(=S)[nH]c2ccc(Br)cc2c1=O
→ 5	2	-4	0.5	-39	1.5	-5	-2	-1
26) Cc1cc(C)n(-c2ccc(C(=O)NC3=NCCS3)cc2)n1
→ 1	8	-6	2.4	11	0.0	-4	-9	1
27) COC(=O)c1ccccc1OCCCCN1CC(C)OC(C)C1 (configuration not stated)
→ 6	3	-12	1.6	-17	1.3	12	-3	-3
28) CCCc1c(C(=O)Nc2ccc(OC)cc2)cnn1-c1ccccc1
→ 0	-1	-1	1.5	-17	2.1	-9	-31	-3
29) COc1ccc(C2SCC(=O)N2C)cc1 (configuration not stated)
→ 4	9	0	0.6	-13	0.5	-26	-2	-2
30) COc1cccc(-c2cc(C(=O)N/N=C/c3ccc(OC)c(COC(C)=O)c3)c3ccccc3n2)c1
→ 6	13	-4	1.1	36	0.4	-8	-20	-4
31) NC(=O)c1ccc(NC(=O)COC(=O)c2ccccc2SCC(=O)N2CCCC2)cc1
→ 1	7	5	0.7	-1	x	-12	x	x
32) O=C(CSc1nc2ccccc2n1CC(=O)NCc1ccccc1)NCc1ccco1
→ 4	21	-3	1.0	21	-0.6	-8	16	-1
33) COC(=O)C1=C(N)Oc2cc(C)n(CCc3ccccc3)c(=O)c2C1c1cccnc1 (configuration not stated)
→ 6	12	-5	0.6	12	-0.9	4	-14	-12
34) O=C(c1c(F)cccc1F)N1CCCC(c2nc(-c3ccc(Cl)cc3)no2)C1 (configuration not stated)
→ 2	-3	-2	6.1	2	4.5	17	3	-15
35) CC1(C(=O)Nc2ccc3c(c2)OCCO3)CCN1C(=O)Cc1cc(F)ccc1F (configuration not stated)
→ 1	4	1	0.9	-34	x	-1	x	x
36) COC(=O)Nc1nc(-c2ccccc2)c(C(=O)c2ccc(Cl)cc2)s1
→ 6	13	-3	0.7	5	-1.6	-7	-26	-15
37) CCn1cc(C(=O)N2CCN(c3ccc([N+](=O)[O-])cc3)CC2)c(=O)c2ccc(C)nc21
→ 1	19	-10	-0.2	-8	0.6	-11	4	-10
38) CC(C)c1ccc(NC(=O)c2ccc(NC3=NC4CS(=O)(=O)CC4S3)cc2)cc1 (configuration not stated)
→ 10	-4	-6	-0.1	2	0.0	-8	6	0
39) CCOc1ccc(NC(=O)CCCN2C(=S)NC(C)(C)CC2C)cc1 (configuration not stated)
→ 1	25	-7	0.5	-4	-1.5	-9	-19	2
40) CCOC(=O)C1=C(C)NC2=C(C(=O)CC(C)(C)C2)C1c1ccc(O)c(OCC)c1 (configuration not stated)
→ 0	-6	-4	0.1	-2	-0.1	1	0	-5

Single records (already shown). Screens in order: TAAR1 ag | M1 PAM parental | M1 ag | M1 ag parental | TAAR1 antag | V1aR counter | CHO-K1 Ca antag | CHO parental Ca | OXTR potentiator
Shown for Cc1cc(OCC(=O)Nc2cnn(CCCC(=O)O)c2)ccc1[N+](=O)[O-] : 12 | 18 | -4 | 0.4 | -1 | -0.4 | 3 | 4 | -7
Shown for Cc1ccc(C(=O)Nc2cccc(S(=O)(=O)N3CCCCC3)c2)cc1S(=O)(=O)N1CCOCC1 : 14 | -17 | -4 | 6.3 | 39 | x | -6 | x | x
Shown for COc1cc(C)c(S(=O)(=O)N2CCCC2)cc1C : 12 | 13 | -4 | 0.1 | -6 | -1.6 | -1 | 9 | 0
Shown for CCC(=O)N1c2ccc(S(=O)(=O)N3CCN(c4cc(C)ccc4C)CC3)cc2CC1C (configuration not stated) : -1 | 7 | -2 | 1.7 | -1 | -0.3 | -10 | -4 | -19

Going on with the list.
Each structure is followed by: TAAR1 ag	M1 PAM parental	M1 ag	M1 ag parental	TAAR1 antag	V1aR counter	CHO-K1 Ca antag	CHO parental Ca	OXTR potentiator
41) COc1ccc(S(=O)(=O)Cc2ccc(C(=O)N3CCN(c4ccccc4)CC3)o2)cc1
→ 2	19	-5	3.4	19	2.2	0	-16	-7
42) CC(=O)c1sc(NC(=O)C2CCN(C(=O)c3ccccc3C)CC2)nc1-c1ccccc1
→ 7	4	1	1.9	2	4.5	2	-12	-4
43) COc1ccc(C(=O)OCC(=O)NC(Cc2ccccc2)C(C)=O)cc1S(=O)(=O)N1CCCC1 (configuration not stated)
→ 1	-20	-1	0.6	-12	x	8	x	x
44) CC1CCN(C(=O)CCc2nnc3ccc(NCCCN4CCCC4=O)nn23)CC1
→ 0	6	-3	-0.2	-7	0.3	-19	-15	-18
45) CCOc1ccc(CN2CCNC(=O)C2CC(=O)NCCN2CCOC2=O)cc1 (configuration not stated)
→ 1	-16	0	0.1	-4	1.1	20	4	-5
46) O=c1c(Cc2ccc(Cl)cc2)c(O)ccn1Cc1cccc(Cl)c1
→ 4	11	-2	5.8	9	2.3	-6	0	-18
47) CCN1CCN(CC(=O)n2c3c(c4ccccc42)CC(C)CC3)CC1 (configuration not stated)
→ 11	10	-6	1.3	-9	-0.9	-5	-16	-2
48) COc1ccc(N(CC(=O)Nc2ccc3c(c2)OCCO3)S(C)(=O)=O)c(OC)c1
→ 12	11	-3	0.6	5	-0.5	-3	-5	-4
49) COc1ccc(N2CCN(C(=O)c3cccc(NC(=O)c4ccco4)c3)CC2)cc1
→ 3	-3	-2	1.7	8	1.9	10	-18	-15
50) O=C(CCc1ccccc1)Nc1ccc(S(=O)(=O)N2CCCC2)cc1
→ 4	-2	-3	0.8	12	3.5	-9	-5	-13
51) O=C(NC12CC3CC(CC(C3)C1)C2)c1ccc([N+](=O)[O-])o1
→ 1	6	-2	-0.1	-7	-0.3	-1	-3	-1

Down the list, from the results shown.
Nos. 38 to 46 in M1 ag parental, in turn: -0.1, 0.5, 0.1, 3.4, 1.9, 0.6, -0.2, 0.1, 5.8
Nos. 38 to 46 in M1 ag, in turn: -6, -7, -4, -5, 1, -1, -3, 0, -2
